# KB-V1 cytotox – qHTS assay for MDR1-selective chemotherapeutics: Primary screen using the drug-selected MDR subline cells KB-V1; AID 1347076, 2019; KB-V1 MDR cells viability, CellTiter-Glo, 72 h; Potency, µM (doses to about 46.1 µM), inactives show at the highest dose activity change, negative = cytotoxicity, actives largely listed as cytotoxic; 3.4% of 400,000 active; also: potency is read from the fitted curve at half-maximal effect; % is scaled to controls: 0 for no effect and ±100 for the full control effect; nearly all actives have a fitted effect of over 60% in size
#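 Cytotoxicity via CellTiter-Glo luminescence after 72 h compound exposure at 37 degrees C. Cells: drug-selected KB-V1 line, DMEM phenol-red free plus 10% FBS. Compounds tested at multiple concentrations; normalized data fitted to concentration-effect curves.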
# IL1B secr inh – qHTS for Inhibitors of Inflammasome Signaling: IL-1-beta AlphaLISA Primary Screen; THP-1 LPS/ATP IL-1B secretion, AlphaLISA, 16 h; active compounds read low; activity change, % at 57.5 µM; 4.7% of 360,000 active; in the data active = activity change below about -50%; inconclusive = mostly about -30% to -49%; also: % is scaled to controls: 0 for no effect and ±100 for the full control effect
#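 THP-1 cells pretreated 1 hr with compounds (up to 57.5 uM final), then stimulated with LPS (250 ng/mL final) plus ATP (1.25 mM final); secreted IL-1B measured by AlphaLISA after 16 hr, decreased signal indicating inhibition.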
# HT1080NT lethal – qHTS for induction of synthetic lethality in tumor cells producing 2HG: qHTS for the HT-1080-NT fibrosarcoma cell line; HT-1080-NT fibrosarcoma viability, CellTiter-Glo ATP luminescence, 48 h; Potency, µM (doses to about 46.1 µM), inactives show at the highest dose activity, negative = less viability, most hits filed as cytotoxic; 1.6% of 360,000 active; AID 686970, 2013;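 also: NT is the 2HG producing partner of a matched IDH1 knockdown line; potency is read from the fitted curve at half-maximal effect; 0% = DMSO-treated cells and -100% = media-only wells without cells; nearly all actives have a fitted effect of over 55% in size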
#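 Luminescent CellTiter-Glo readout after 48 hours of compound exposure at 37 degrees C defined viability of HT-1080-NT cells. Activity was normalized to DMSO wells and cell-free media wells; concentration-response curves were fitted and assigned curve classes.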
# HT1080 IDH1KD tx – qHTS for induction of synthetic lethality in tumor cells producing 2HG: qHTS for the HT-1080-IDH1KD cell line; HT-1080 IDH1 knockdown viability, ATP luminescence, 48 h; Potency, µM (top dose mostly 46.1 µM), for inactives: top-dose activity, negative = toxicity, most hits filed as cytotoxic; 2% of 360,000 active; AID 686971, 2013;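 also: potency is read from the fitted curve at half-maximal effect; 0% = DMSO wells and -100% = cell-free medium wells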
#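 CellTiter-Glo luminescence after 48 h compound exposure at 37 degrees C of IDH1-knockdown HT-1080 cells in 5% FBS RPMI. %Activity scaled between DMSO wells and cell-free media wells, with curves fitted and assigned curve classes.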
# SW480 rerep – A quantitative high throughput screen for small molecules that induce DNA re-replication in SW480 colon adenocarcinoma cells; SW480 DNA re-replication, Hoechst DNA content imaging, 48 h; Potency, µM (doses to about 46.1 µM), for inactives: at the top dose re-replication activation, hits mostly activators; 1.8% of 340,000 active; also: potency is read from the fitted curve at half-maximal effect; % of control where 0% means no effect; nearly all actives have a fitted effect of over 55% in size
#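 Quantitative HTS format with DMSO vehicle controls; 48 hr drug incubation at 37 C, then 40 min Hoechst staining and scanning imager measurement at 405 nm excitation.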
# ATXN2 expr inh – Primary qHTS for Inhibitors of ATXN expression | Potency, µM (titrated, usually from 57 µM), for inactives: top-dose activity change, negative = inhibition, usual class: inhibitors | AID 1745845, 2022 | 0.72% of 360,000 active | HEK-293 ATXN2-luciferase reporter, luminescence, 24 h; also: potency is read from the fitted curve at half-maximal effect; % is scaled to controls: 0 for no effect and ±100 for the full control effect; nearly all actives have a fitted effect of over 55% in size
#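 ATXN2-luciferase reporter cells (luciferase flanked by upstream and downstream ATXN2 gene portions) were treated 24 h at 37 °C with compounds at up to 57 uM. SteadyGlo luminescence gave expression; GF-AFC fluorescence gave viability.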
# WRN helicase inh – qHTS for Inhibitors of WRN Helicase; WRN helicase unwinding, fluorescent forked duplex, kinetic; 0.46% of 360,000 active; Potency, µM (top dose mostly 114 µM), without a hit: at the highest dose activity change, negative = inhibition, actives largely listed as inhibitors; also: potency is read from the fitted curve at half-maximal effect; % is scaled to controls: 0 for no effect and ±100 for the full control effect; nearly all actives have a fitted effect of over 55% in size
# Target sequence (Q14191 whole entry, looked up): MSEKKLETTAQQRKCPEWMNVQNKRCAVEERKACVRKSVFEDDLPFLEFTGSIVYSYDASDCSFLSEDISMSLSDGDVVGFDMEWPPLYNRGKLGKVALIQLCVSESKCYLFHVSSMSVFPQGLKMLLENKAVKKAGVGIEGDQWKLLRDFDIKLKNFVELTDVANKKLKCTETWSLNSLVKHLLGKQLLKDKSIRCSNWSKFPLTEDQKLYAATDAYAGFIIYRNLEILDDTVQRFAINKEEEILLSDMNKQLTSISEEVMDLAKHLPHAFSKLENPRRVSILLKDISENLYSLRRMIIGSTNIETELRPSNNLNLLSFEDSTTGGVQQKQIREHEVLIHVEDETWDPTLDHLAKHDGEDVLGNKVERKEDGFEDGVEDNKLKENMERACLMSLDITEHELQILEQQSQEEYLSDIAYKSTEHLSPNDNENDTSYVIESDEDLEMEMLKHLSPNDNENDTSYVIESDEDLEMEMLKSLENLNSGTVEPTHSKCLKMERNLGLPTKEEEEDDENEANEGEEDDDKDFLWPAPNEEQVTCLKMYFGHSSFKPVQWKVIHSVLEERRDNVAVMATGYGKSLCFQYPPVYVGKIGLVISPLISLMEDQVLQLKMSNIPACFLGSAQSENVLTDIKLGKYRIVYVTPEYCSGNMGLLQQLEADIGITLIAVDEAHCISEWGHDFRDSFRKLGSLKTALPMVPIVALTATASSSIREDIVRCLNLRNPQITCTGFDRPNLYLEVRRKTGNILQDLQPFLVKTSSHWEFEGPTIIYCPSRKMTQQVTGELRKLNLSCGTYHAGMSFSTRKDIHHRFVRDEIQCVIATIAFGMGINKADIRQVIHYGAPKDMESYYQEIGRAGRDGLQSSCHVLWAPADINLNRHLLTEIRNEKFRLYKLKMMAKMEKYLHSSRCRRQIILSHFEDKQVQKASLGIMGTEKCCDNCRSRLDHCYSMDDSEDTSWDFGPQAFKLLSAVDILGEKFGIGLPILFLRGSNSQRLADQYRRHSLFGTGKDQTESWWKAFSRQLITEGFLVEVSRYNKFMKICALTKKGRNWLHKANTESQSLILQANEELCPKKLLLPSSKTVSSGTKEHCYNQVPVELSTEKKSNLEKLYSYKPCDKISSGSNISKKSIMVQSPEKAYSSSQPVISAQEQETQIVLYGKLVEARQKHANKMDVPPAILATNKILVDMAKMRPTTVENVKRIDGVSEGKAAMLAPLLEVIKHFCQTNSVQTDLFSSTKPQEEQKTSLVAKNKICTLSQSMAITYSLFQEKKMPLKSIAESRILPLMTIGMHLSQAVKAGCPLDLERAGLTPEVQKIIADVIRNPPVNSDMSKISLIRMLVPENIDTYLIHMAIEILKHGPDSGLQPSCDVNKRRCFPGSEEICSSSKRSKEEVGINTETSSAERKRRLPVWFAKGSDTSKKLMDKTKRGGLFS
#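 Fluorescence dequenching readout, ex 525 nm/em 598 nm, kinetic mode: forked duplex DNA (100 nM final) with adjacent fluorophore and quencher unwound by WRN (20 nM final) with 2 mM ATP. Compound preincubation 15 min, room temperature.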
# KB-3-1 cytotox – qHTS assay for MDR1-selective chemotherapeutics: Primary screen using the parental adenocarcinoma cell KB-3-1. KB-3-1 viability, CellTiter-Glo ATP luminescence, 72 h. Potency, µM (highest dose often 46.1 µM), without a hit: at the highest dose activity change, negative = cytotoxic, usual class: cytotoxic. 1.4% of 400,000 active; also: potency is read from the fitted curve at half-maximal effect; % is scaled to controls: 0 for no effect and ±100 for the full control effect; nearly all actives have a fitted effect of over 60% in size
#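 Cytotoxicity measured as CellTiter-Glo luminescence after 72 h at 37 C. Compound titrations were pinned onto drug-naive KB-3-1 parental adenocarcinoma cells grown in DMEM with 10% FBS, and normalized data fitted to concentration-response curves.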
# MCF10A rerep – A quantitative high throughput screen for small molecules that induce DNA re-replication in MCF 10a normal breast cells | Potency, µM (series often up to 46.1 µM), for the others: at the top dose activity, positive = re-replication, most hits filed as activators | MCF 10A DNA re-replication, Hoechst nuclear intensity, 48 h | 2.9% of 350,000 active | AID 624296, 2012; also: potency is read from the fitted curve at half-maximal effect; % of control where 0% means no effect; nearly all actives have a fitted effect of over 50% in size
# An asterisk follows results filed as active; ? = inconclusive; · = not tested or not shown; [ ] = dose if it differs, or a comment. Unless noted, calls follow the shape of the dose curve; as a rule, active = well fitted curve in the direction sought with a large enough effect; inconclusive = small, poorly fitted or top-dose-only effect, or another doubt; inactive = no such curve, though single readings can be large; an effect the other way counts as inactive or inconclusive. Rows are unselected; 12% or so of the library scored in one or more.
# Under each structure – KB-V1 cytotox	IL1B secr inh	HT1080NT lethal	HT1080 IDH1KD tx	SW480 rerep	ATXN2 expr inh	WRN helicase inh	KB-3-1 cytotox	MCF10A rerep
- CC1(C)[C@H]2CC=C(CN3CCC(N4CCC(C(=O)N5CCCC5)CC4)CC3)[C@@H]1C2
    -21%	-13	-7%	-10%	-4%	-23%	16%	-3%	?
- O=C(CNC(=O)c1ccccc1)Nc1cccc(C(F)(F)F)c1
    14%	-12	1%	8%	-2%	2%	2%	15%	-4%
- Cn1c(NCc2ccco2)nc2c1c(=O)n(Cc1ccc(Cl)c(Cl)c1)c(=O)n2C
    ?	?	6%	-11%	-4%	?	-12%	?	8%
- Cc1ccc(C(=O)Oc2oc(-c3ccco3)nc2C=Nc2ccc(Cl)cc2)cc1
    0%	-51*	-3%	-8%	9%	16%	-27%	?	?
- COc1ccc(C(=O)C2CCCN(C(=O)c3csc(C(C)=O)c3)C2)c(C)c1 (stereo not drawn)
    -8%	12	3%	-8%	-5%	-4%	-4%	18%	8%
- CCCc1nc2ccccc2n1CCOC
    -10%	-4	0%	3%	-6%	27%	8%	-7%	-6%
- CCN1C(=O)[C@H]2[C@@H](c3ccccc3)N[C@]3(CCCN(Cc4ccccc4)C3=O)[C@H]2C1=O
    16%	-7	11%	13%	·	-4%	3%	16%	·
- CCOC(=O)c1cc(-c2ccc(C#N)cc2)nc2c1c(C)nn2CCC#N
    -6%	?	1%	1%	-6%	-8%	4%	3%	3%
- O=C(NC(=S)Nc1ccccc1)c1cccs1
    6%	2	20%	9%	-2%	112%[activator]	3%	16%	?
- COC(=O)c1ccc(C)c(-n2c(C)cc(C=O)c2C)c1
    -19%	-4	0%	11%	10%	4%	-1%[57.1 µM]	4%	7%
- Cc1ccc(S(=O)(=O)NCCC(=O)N2CCN(C/C=C/c3ccccc3)CC2)cc1
    -4%	22	-4%	-12%	-4%	·	-4%	-7%	4%
- CCc1nnc(NC(=O)CSc2nnc(-c3ccc(NS(=O)(=O)c4ccccc4)cc3)o2)s1
    34%	12	-8%	-4%	-5%	-5%	-30%	9%	11%
- Cc1ccc2c(c1)C(c1ccccc1)N(C(=O)c1ccc(S(=O)(=O)N3CCOCC3)cc1)CC(=O)N2 (stereo not drawn)
    11%	1	0%	-15%	0%	8%	19%	-7%	-3%
- C/C(=N\NC(=O)c1ccc(C(=O)N/N=C(\C)c2ccco2)o1)c1ccco1
    2%	7	17%	?	-5%	6%	-13%	3%	?
- Cn1ccnc1SCC(=O)c1ccc(O)cc1
    -22%	3	-2%	9%	-17%	40%[activator]	-2%	-13%	-9%
- CCN(CC)CCn1c(SCC(=O)NCc2ccccc2)nc2c(sc3ccccc32)c1=O
    10%	6	9%	7%	-1%	-1%	1%	6%	7%
- CCN1CCc2nc3ccccc3c(C(=O)Nc3ccc(F)cc3)c2C1
    -16%	24	1%	1%	?	·	3%	-6%	-2%
- O=C(Nc1cc(F)ccc1F)c1cccc(-n2cnnn2)c1
    28%	-9	-2%	-3%	11%	-25%	9%	7%	-1%
- COC(=O)c1sc(=S)n(-c2ccccc2OC)c1N
    4%	35	2%	0%	-9%	-1%	-3%	3%	0%
- CCC(Oc1ccccc1OC)C(=O)Nc1ccc2c(c1)OCCO2 (stereo not drawn)
    9%	5	4%	11%	-2%	-17%	2%	0%	0%

# Continued:
# Under each structure – KB-V1 cytotox	IL1B secr inh	HT1080NT lethal	HT1080 IDH1KD tx	SW480 rerep	ATXN2 expr inh	WRN helicase inh	KB-3-1 cytotox	MCF10A rerep
- Cc1ccc(C)c(N2CCN(C(=O)c3ccc4c(=O)n5c(nc4c3)CCCCC5)CC2)c1
    -17%	?	-17%	-14%	27%	-19%	10%	?	?
- O=C(c1ccccc1Br)N1CCN(Cc2ccc3c(c2)OCO3)CC1
    ?	?	-4%	-1%	3%	-20%	-5%	-16%	13%
- COc1ccc(N2CCN(CCNC(=O)Nc3cccc(C)c3C)CC2)cc1
    -10%	4	11%	0%	-9%	·	6%	-2%	-6%
- CCc1nc2c(OCc3ccc(Cl)cc3)cccn2c1N(C)C(=O)c1ccco1
    ?	-62*	?	?	·	?	-12%	?	·
- COc1ccc(NC(=O)C[C@@H]2C(=O)N(c3ccc(OC)cc3)CC2(C)C)cc1
    ?	33	-4%	1%	·	-15%	4%	-15%	·
- C1=C(c2ccccc2)Nc2nnnn2C1
    11%	17	6%	17%	-6%	0%	-8%	-3%	-6%
- Cc1cc(C)nc(NS(=O)(=O)c2ccc(NC(=O)CSc3nc(-c4ccccc4)c(C#N)c(=O)[nH]3)cc2)n1
    ?	24	0%	-1%	9%	-1%	-7%	-10%	-10%
- COc1cccc(-c2c(C(=O)N/N=C(\C)c3ccco3)nnn2-c2nonc2N)c1
    1%	-6	-2%	-4%	?	·	-10%	-35%	?
- COc1ccc(NC(=O)CS(=O)c2cccc(Cl)c2)cc1 (stereo not drawn)
    -8%	5	10%	-2%	12%	5%	9%	5%	-2%
- Cc1cc(F)ccc1C(O)c1ncc(-c2ccccc2F)[nH]1 (stereo not drawn)
    1%	6	-10%	-11%	·	20%	1%	0%	·
- Cc1cc2ncn(/N=C/c3ccc4c(c3)OCO4)c2cc1C
    ?	-1	?	?	-1%	6%	-5%	-3%	?
- CCC(CC)C(=O)N1N=C(c2ccc(NS(C)(=O)=O)cc2)CC1c1ccccc1 (stereo not drawn)
    ?	-22	0%	2%	-16%	·	-6%	-18%	?
- COc1cc(NC(=O)CCC(=O)Nc2ccc3nc(N4CCOCC4)cc(C)c3c2)cc(OC)c1OC
    4%	-10	-1%	8%	-3%	55%[activator]	-11%	2%	-11%
- COc1ccc(CC(=O)NCC2CCCN(Cc3ccc(F)cc3F)C2)cc1 (stereo not drawn)
    -7%	19	5%	7%	-39%	-15%	0%	10%	16%
- Cn1c(=O)[nH]c(=O)c2c1[nH]c(=S)n2Cc1ccccc1
    14%	1	10%	4%	3%	4%	3%	?	-2%
- CN(Cc1ccccc1)C(=O)c1ccc(NC(=O)C2CCCN(C(=O)OC(C)(C)C)C2)cc1 (stereo not drawn)
    -13%	17	2%	-16%	1%	-20%	-3%	?	5%
- O=C(C[C@@H]1C/C=C\C[C@H](Cc2ccc(F)cc2)C(=O)OCCNC1=O)NCCO
    -2%	1	16%	24%	-5%	10%	-5%	13%	4%
- CC(C)(C)[C@H]1C=C(C(=O)Nc2ccccc2)O[C@@H](OCCCCO)C1
    0%	-14	2%	7%	-5%	31%	-10%	7%	-11%
- Cc1ccc(C)c(-n2c(Cc3cc(=O)[nH]c(=O)[nH]3)nnc2SC(C)C)c1
    10%	6	0%	-1%	7%	6%	0%	-12%	0%
- Cc1cc(=O)oc2cc(OCC(=O)NCCc3ccccc3)ccc12
    -23%	7	2%	10%	-9%	-2%	1%	12%	-16%

# (continued)
# Under each structure – KB-V1 cytotox	IL1B secr inh	HT1080NT lethal	HT1080 IDH1KD tx	SW480 rerep	ATXN2 expr inh	WRN helicase inh	KB-3-1 cytotox	MCF10A rerep
- CC(=O)N(C(C)=O)c1c(N2CCOCC2)c2ccccc2oc1=O
    0%	4	9%	-1%	4%	-4%	-2%	-5%	3%
- COc1ccc(C2=NN(C(=O)CCC(=O)O)C(c3ccc(OC)c(OC)c3)C2)cc1 (stereo not drawn)
    6%	-16	9%	6%	-84%[inhibitor]	-5%	-20%	4%	10%
- O=[N+]([O-])c1ccccc1OCCNCc1ccccc1
    7%	-8	-10%	1%	-6%	·	8%	-6%	4%
- CCOC(=O)c1c(-c2ccccc2)csc1NC(=O)COc1ccc2c(C)cc(=O)oc2c1
    -5%	-20	17%	22%	1%	-27%	-6%	-4%	0%
- CC(c1nc2ccccc2o1)N1C(=O)c2ccccc2C1=O (stereo not drawn)
    1%	3	6%	13%	-2%	-5%	-1%	11%	0%
- O=C(OCc1cn([C@@H]2CN(Cc3cccs3)[C@@H](c3ccccc3)C[C@H]2O)nn1)c1ccccc1
    -7%	5	-1%	21%	·	8%	-1%	4%	·
- CCC1Nc2ncnc(N3CCCCC3)c2N(Cc2ccccc2)C1=O (stereo not drawn)
    0%	11	2%	10%	-4%	5%	7%[11.6 µM]	-11%	7%
- COC(=O)CC1C(=O)NCCN1C(=O)c1cc([N+](=O)[O-])ccc1Cl (stereo not drawn)
    ?	2	7%	15%	-3%[9.22 µM]	-7%	-32%	3%	-8%
- CCOC(=O)N1CCN(c2cc(=O)n(Cc3ccc(F)cc3)c(=O)[nH]2)CC1
    -11%	7	4%	5%	21µM*	-5%	-19%	6%	12µM*
- O=C(O)CC1S/C(=N\N=C2CCCCCCC2)N(c2ccccc2)C1=O (stereo not drawn)
    1%	-5	-2%	0%	0%	-25%	6%[57.1 µM]	16%	0%
- Cc1ccc2c(c1)[C@@H]1CN(C)CC[C@@H]1N2S(=O)(=O)c1ccc([N+](=O)[O-])cc1
    14%	-13	-21%	-2%	-9%	2%	-1%	9%	-12%
- COc1cc(Nc2c3ccccc3nc3ccccc23)cc(OC)c1OC
    ?	-95*	10µM*	?	23µM*	?	-21%	?	?

# Some values from the entries so far.
# Value of COc1cccc(-c2c(C(=O)N/N=C(\C)c3ccco3)nnn2-c2nonc2N)c1 under HT1080 IDH1KD tx: -4%
# Value of CC(=O)N(C(C)=O)c1c(N2CCOCC2)c2ccccc2oc1=O under IL1B secr inh: 4

# Compound activity (PubChem)
